# HP1b binding inh – inhibitors of HP1-beta chromodomain binding to methylated histone tails | hit rate 0.56% among 390,000 | AlphaScreen HP1-beta / biotin-H3K9me3 peptide binding | P83916 | Potency, µM (series often up to 114 µM), for inactives: at the highest dose activity change, negative = inhibition, most hits filed as inhibitors; further: nearly all actives have a fitted effect of over 70% in size; inactives centre near 23
#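 Compound inhibition of the preformed complex between 50 nM HP1-beta and 50 nM biotinylated H3K9me3 peptide was read by AlphaScreen. Buffer was PBS pH 7.4 with 0.01% Tween-20. Incubations ran 30 min at room temperature, with 10 ug/mL donor/acceptor beads.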
# Tb PGK inh – blocks T. brucei phosphoglycerate kinase; P07378; PGK/GAPDH coupled, Kinase-Glo luminescence, 60 min; Potency, µM (highest dose often 57.5 µM), for inactives: at the top dose activity change, negative = inhibition, hits mostly inhibitors; hit rate 0.043% among 380,000; AID 602233; further: on the % scale 0 is the no-effect control and ±100 the full control effect; nearly all actives have a fitted effect of over 60% in size
#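 Luminescent ATP detection (Kinase-Glo Plus) follows a 60-minute room-temperature incubation, with wells lacking PGK as controls. Buffer: 100 mM TEA (pH 7.6), 5 mM MgCl2, 0.01% Tween-20. Coupling enzyme GAPDH (100 nM final) supplies unstable 1,3-BPG in-well.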
# POLI inh – inhibitors of human DNA polymerase iota | AID 588590 | Pol iota fluorescent replication assay, 10 min | Potency, µM (doses to about 115 µM), for inactives: at the top dose activity, negative = inhibition, hits mostly inhibitors | Q9UNA4 | hit rate 1% among 390,000
#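 Fluorescent replication assay read twice, at 0 min and 10 min after adding 50 nM (final) substrate. Enzyme (10 nM) and compounds were first incubated 15 min at room temperature; enzyme-free buffer wells were negative controls.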
# BLM inh – Bloom syndrome helicase (human) inhibition | hit rate 0.2% among 350,000 | Potency, µM (top dose mostly 56.1 µM), without a hit: at the top dose activity change, negative = inhibition, hits mostly inhibitors | recombinant BLM DNA unwinding, fluorescence dequenching;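 further: plate controls were vehicle for no effect and no enzyme for full effect; nearly all actives have a fitted effect of over 35% in size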
# BAZ2B block – inhibitors of human BAZ2B bromodomain; Q9UIF8; AlphaScreen BAZ2B-H3K14Ac peptide displacement; Potency, µM (top dose mostly 114 µM), for the others: at the highest dose activity change, negative = inhibition, most hits filed as inhibitors; hit rate 4.4% among 360,000; AID 504333; further: on the % scale 0 is the no-effect control and ±100 the full control effect; nearly all actives have a fitted effect of over 60% in size
#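 AlphaScreen displacement of biotin-H3(5-23)K14Ac peptide (50 nM final) from BAZ2B (50 nM final) in PBS pH 7.4, 0.01% Tween-20; complex preformed 30 min RT, then compounds (top 110 uM) 30 min RT, beads 20 min dark.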
# JMJD2A Tudor – JMJD2A Tudor domain (human) inhibition | O75164 | AlphaScreen JMJD2A-Tudor / H3K4me3 peptide binding | Potency, µM (highest dose often 114 µM), without a hit: top-dose activity change, negative = inhibition, usual class: inhibitors | hit rate 4.4% among 390,000 | AID 504339; further: on the % scale 0 is the no-effect control and ±100 the full control effect; nearly all actives have a fitted effect of over 50% in size
# G9a block – G9a (human) methyltransferase inhibition. Q96KQ7. G9a H3K9 monomethylation, AlphaScreen, 2 h. Potency, µM (doses to about 102 µM), inactives show top-dose activity, negative = inhibition, hits mostly inhibitors. hit rate 8.8% among 350,000. AID 504332; further: on the % scale 0 is the no-effect control and ±100 the full control effect; nearly all actives have a fitted effect of over 75% in size
#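 Signal arises when biotinylated H3K9 peptide, once monomethylated, bridges streptavidin donor and antibody-captured acceptor beads. Enzyme at 20 nM was preincubated 15 min with test compounds; peptide 500 nM and SAM 20 uM then reacted for 2 h.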
# Pin1 inhibitor – human Pin1 inhibition; hit rate 0.009% among 390,000; AID 504891; Potency, µM (doses to about 115 µM), for inactives: top-dose activity, negative = inhibition, actives largely listed as inhibitors; Pin1 FP peptide displacement, HiFluor488, 10 min; Q13526; active means well fitted inhibition curve with a large enough effect in the polarisation, with a control signal flat, not every such curve was filed as active; inconclusive means small, poorly fitted or top-dose-only effect, or effect the other way, or a change in a side signal; inactive means no such curve, though single readings can be large or run the other way; the % refers to the polarisation; further: on the % scale 0 is the no-effect control and ±100 the full control effect
# GLS inh – glutaminase GLS (human) inhibition; Potency, µM (titrated, usually from 45.5 µM), for inactives: top-dose activity change, negative = inhibition, actives largely listed as inhibitors; AID 624170; hit rate 0.21% among 410,000; GLS enzymatic activity, qHTS titration; O94925; further: on the % scale 0 is the no-effect control and ±100 the full control effect
#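 Two-point fluorescence kinetic (t0, 30 min RT) for hKGA; glutamate detected via glutamate oxidase–HRP–Amplex Red. Substrate: 1 mM L-glutamine solution; buffer 45 mM KH2PO4, pH 8.2.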
# An asterisk follows results filed as active; i = inactive; ? = inconclusive; / = no result given; [ ] = another dose, or the depositor's remark. Unless noted, the call rests on the fitted dose curve; in most records, active means well fitted curve in the direction sought with a large enough effect; inconclusive means small, poorly fitted or top-dose-only effect, or another doubt; inactive means no such curve, though single readings can be large; an effect the other way counts as inactive or inconclusive. Potency means the concentration at half of the fitted maximal effect.
SMILES,HP1b binding inh,Tb PGK inh,POLI inh,BLM inh,BAZ2B block,JMJD2A Tudor,G9a block,Pin1 inhibitor,GLS inh
CC(=O)NC1C(=O)N=C(SCC(=O)Nc2c(C)cccc2C)NC1=O (stereo unspecified),27%,4%,93%[activator],-3%,?,-4%,?,-10%,-15%
CC1(C)OC(=O)C(=Cc2ccc(-c3ccc(Cl)c(C(=O)O)c3)o2)C(=O)O1,19%,-16%,?,44%[activator],79µM*,?,14µM*,?,?
CC(=O)Nc1ccc(OC(=O)Cc2ccc(Cl)cc2)cc1,35%,i,40%[activator],-2%,-6%,-5%,-19%,0%,-14%
CCOc1ccc(NC(=O)N(Cc2c[nH]c3ccccc23)C2CCCCCC2)cc1,33%,3%,6%,0%,/,-18%,5%[59 µM],?,-2%
CCOC(=O)C1=C(C)Nc2ccccc2N=C1NC(=O)CCCN1C(=O)c2ccccc2C1=O,64%[activator],-4%,?,-1%,-11%,-7%[11.4 µM],-5%,-4%,-1%
Cc1cc(C)cc(NC(=O)C2C3C=CC4(O3)C2C(=O)N(CCCN2CCCCC2)C4C(=O)NC2CCCCC2)c1 (stereo unspecified),17%,i,23%,0%,0%,-17%,?,-5%,0%
CC(C)(C)C1CCC(OCC(O)CN2CCN(c3ccccn3)CC2)CC1 (stereo unspecified),24%,-7%,112%[activator],-9%,?,?,32µM*,8%,14%
Cc1ccc(-c2cn3cccnc3n2)cc1NC(=O)Cc1ccccc1,28%[57 µM],-3%,12%,-11%,1%,-16%,11%[59 µM],?,1%
O=C(NCc1ccco1)c1ccc(COc2cccc3ccccc23)cc1,12%,i,7%,-8%,2%,-8%,-7%,13%,3%
CCN1C=C(C(=O)OC)C(c2cccc(C)c2)C(C(=O)OC)=C1,193%[activator],-4%,3%,-1%,60%[activator],42%[activator],30%[59 µM],-2%,4%
COc1ccc(C(CNC(=O)C2CC(=O)N(Cc3ccccc3)C2)N2CCCC2)cc1 (stereo unspecified),45%[activator],-8%,18%,/,-1%,-15%,-6%[12.7 µM],-2%,4%
COc1cccc(C(=O)Nc2ccc(NC(=O)C3C4C=CC(C4)C3C(=O)O)cc2)c1 (stereo unspecified),28%,-2%,1%,-2%,-1%,-4%,/,-2%,6%
CC/C(=N/NC(=O)c1ccccc1)c1ccc(OCCN2CCOCC2)cc1,35%,3%,29%,-11%,4%,-4%,11%[59 µM],6%,16%
Cc1nn(Cc2ccccc2Cl)c2sc(C(=O)OC3CCCC3=O)cc12 (stereo unspecified),38%,-7%,?,-11%,2%,-27%,-3%,13%,1%
O=C1N(Cc2cccnc2)C[C@@H]2C[C@@H](c3ccc4nonc4c3)N3CCC[C@@]123,36%,-8%,16%,-8%,0%,-8%,-6%[0.501 µM],4%,-3%
Cc1c(Br)c(C(N)=O)nn1C,9%,2%,19%,0%,-8%,-11%,-9%[12.7 µM],0%,2%
CCCOc1ccccc1C(=O)Nc1nc2c(s1)CCCC2,57%[activator],-1%,28%,-2%,1%,-5%,18%[59 µM],0%,-4%
CC(C)Sc1nc2ccccc2n1CC(=O)O,20%,i,32%[activator],10%,-4%,-7%,?,-3%,34%[activator]
O=C(O)CC(NCc1ccco1)C(=O)OCCc1ccccc1 (stereo unspecified),-19%,0%,-4%,-1%,-5%,6.3µM*,32µM*,0%,0%
CCc1ccc(NC(=O)N2CCN(C(=O)c3nsc4ccccc34)CC2)cc1,14%[57 µM],7%,-6%,-1%,6%,-28%,8%[59 µM],-10%,6%
O=C(NNC(=O)c1cc(S(=O)(=O)N2CCOCC2)c(Cl)cc1Cl)c1ccccc1F,-8%,-3%,-2%,/,/,-22%,/,6%,-10%
Cc1cc(C)cc(NC(=O)CSc2nnc(-c3ccccc3)n2N)c1,-7%,-7%,?,-4%,9%,-34%,?,62%[activator],1%
Cc1ccc(N2C(=O)C3C(C2=O)C(C(=O)c2ccc(Cl)cc2)N2CCCC32)cc1 (stereo unspecified),63%[activator],-7%,13%,-3%,?,-10%[11.4 µM],?,-9%,-5%
CC(C)CN(C(=O)CSc1ncnc2sccc12)C1CCS(=O)(=O)C1 (stereo unspecified),54%[activator],6%,2%,/,0%,-12%,1%[12.7 µM],8%,3%
CC(C)(C)N(Cc1ccccc1)C(=O)COC(=O)CN1C(=O)C2CC=CCC2C1=O (stereo unspecified),25%,2%,-14%,0%,-6%,-5%,?,-10%,1%
CC1=C(C(=O)Nc2cc(C(=O)NCCC(C)C)ccc2C)SCCO1,0%,-1%,28%,0%,5%,-7%,0%,-1%,11%
CS(=O)(=O)N(CCc1ccccc1)CC(=O)NCc1ccccn1,26%,7%,3%,-2%,4%,4%,-6%[59 µM],-1%,7%
Cc1ccc2nc(N3C(=O)C(O)=C(C(=O)c4ccc(C)o4)C3c3ccc(O)cc3)sc2c1 (stereo unspecified),-10%,-5%,?,/,?,-46%,?,29%,1%
Cn1c(CO)cnc1S(=O)(=O)Cc1ccc([N+](=O)[O-])cc1,23%,-10%,3%,5%,-4%,3%,-34%[59 µM],5%,-6%
CCCCc1cc(=O)oc2cc(OCC(=O)N3CCC(C(N)=O)CC3)ccc12,39%[activator],-2%,0%,-1%,15%,-13%,/,4%,-1%
Cc1cccc(NC(=O)C(C)OC(=O)c2ccccc2NS(=O)(=O)c2cc(C)c(C)c([N+](=O)[O-])c2)c1 (stereo unspecified),13%,-1%,42%[activator],-5%,-11%,-26%,-19%[59 µM],6%,1%
CCCCNC(=S)Nc1ccc2nc3n(c(=O)c2c1)CCCCC3,25%,i,27%,-1%,-6%,-14%,0%[59 µM],0%,-3%
COc1ccc(-c2cn3nc(SCC(=O)Nc4ccccc4F)ccc3n2)cc1,27%[57 µM],-9%,20%,-4%,-6%,2%,11%[59 µM],-1%,4%
COc1cccc(OCC(O)CN2CCN(c3ccccn3)CC2)c1 (stereo unspecified),24%,6%,100%[activator],4%,-9%,-27%,45µM*,-1%,18%
Cc1ccccc1C(=O)NC1CCN(Cc2nnnn2C2CCCC2)CC1,35%,-2%,19%,6%,-2%,-14%,-7%[59 µM],5%,3%
CCOC(=O)CNC(=O)C(Cc1ccccc1)NS(=O)(=O)c1cccs1 (stereo unspecified),22%,8%,10%,0%,-5%,-2%,-43%,6%,5%
CCn1c(=O)n(CC)c2cc(N3CCCC3)c(NC(=O)c3cccc(C)c3)cc21,-6%,-5%,-2%,2%,50µM*,?,28µM*,3%,-1%
CCN(C(=O)Cc1cccs1)c1nnc(-c2cccnc2)s1,34%,-4%,?,-11%,?,-19%,2.8µM*,-6%,9%
COCCNC(=O)c1cccc(OC2CCN(Cc3ccc(OC(F)F)cc3)CC2)c1,15%,-10%,-1%,-3%,6%,-6%,25%,-13%,2%
C=CCn1c(SCC#N)nnc1-c1ccc2ncccc2c1,34%,-8%,43%,-4%,-2%,-13%,-31%,-8%,4%
CC(Oc1cccc2ccccc12)C(=O)N/N=C/c1cccnc1 (stereo unspecified),52%[activator],i,0%,0%,4%[57.1 µM],-20%,-5%,-7%,2%
Cn1cc(S(=O)(=O)N2CCCCC2)cc1C(=O)Nc1ccc(OC(F)(F)F)cc1,27%[57 µM],-4%,12%,0%,3%,-5%,10%[59 µM],1%,1%
Cc1nn(C)c(C)c1CN(C)C(=O)c1nn2c(c1Br)NC(c1cccs1)CC2C(F)(F)F (stereo unspecified),3%,-10%,126%[activator],-4%,-3%,?,-5%[59 µM],-3%,5%
Cc1c(NS(C)(=O)=O)cccc1-c1nc2ccccc2s1,25%,-10%,12%,0%,-12%,-16%,-24%[59 µM],-2%,3%
CCCCS(=O)(=O)NC1=NCN(Cc2ccco2)CN1,48%[activator],-6%,-6%,-1%,-3%,-6%,-5%[59 µM],-17%,-16%
CCC1Oc2ccc(C)cc2N(CC(=O)NCc2cc(OC)ccc2OC)C1=O (stereo unspecified),28%,-5%,31%[activator],-1%,2%,-4%,10%[59 µM],-1%,-29%
CC(C)(C)NC(=S)Nc1ccc(Nc2ccccc2)cc1,-39%,-9%,-6%,-7%,28µM*,32µM*,11µM*,2%,12%
CC(=O)N1c2ccccc2CC1C(=O)NCc1cccc(Cl)c1 (stereo unspecified),25%,-5%,24%,1%,0%,3%,3%[59 µM],5%,4%
O=C(COC(=O)c1ccc(Cl)nc1)Nc1cccc(S(=O)(=O)N2CCCCC2)c1,21%,-3%,?,/,-18%,-11%,-35%[12.7 µM],2%,1%
CN(C)CCCNC(=O)c1cc(S(=O)(=O)N2CCOCC2)ccc1F,24%,5%,10%,-3%,-2%,-7%,1%[59 µM],-4%,4%
COc1ccccc1NC(=O)C(=O)c1cn(CC(=O)N2CCCC2)c2ccccc12,7%,9%,48%[activator],-5%,?,-22%,/,6%,-1%
CCCCNC(=O)/C(C#N)=C/c1ccc(-c2ccc(S(=O)(=O)N3CCOCC3)cc2)o1,13%,-8%,6%,-2%,-35%,-24%,-32%[59 µM],55%[activator],5%
Clc1ccc(SCc2csc(N3CCOCC3)n2)cc1,26%,i,-24%[58.9 µM],-7%,-6%,-5%,/,4%,-15%

# A second format for part of the listing above.
# Every second line gives: HP1b binding inh, Tb PGK inh, POLI inh, BLM inh, BAZ2B block, JMJD2A Tudor, G9a block, Pin1 inhibitor, GLS inh
- O=C(NNC(=O)c1cc(S(=O)(=O)N2CCOCC2)c(Cl)cc1Cl)c1ccccc1F
    -8%, -3%, -2%, /, /, -22%, /, 6%, -10%
- Cc1cc(C)cc(NC(=O)CSc2nnc(-c3ccccc3)n2N)c1
    -7%, -7%, ?, -4%, 9%, -34%, ?, 62%[activator], 1%
- Cc1ccc(N2C(=O)C3C(C2=O)C(C(=O)c2ccc(Cl)cc2)N2CCCC32)cc1 (stereo unspecified)
    63%[activator], -7%, 13%, -3%, ?, -10%[11.4 µM], ?, -9%, -5%

# Assay outcomes (PubChem BioAssay)

# Some of the compounds tested, so the mix of outcomes need not match the whole.
